Growth percent in the NCI-60 one-dose screen (48 h, 10 µM unless noted): 100 = growth as untreated, 0 = no growth, -100 = all killed.
NCI-H460: NCI-H460 lung cancer. actives 6.8% (n = 82,000). AID 1794736
NCI/ADR-RES: NCI/ADR-RES ovarian cells | actives 4.4% (n = 81,000)
NCI-H322M: NCI-H322M lung cancer; actives 2.7% (n = 80,000)
NCI-H23: NCI-H23 lung cancer. actives 4% (n = 80,000)
NCI-H226: NCI-H226 lung cancer; actives 3.5% (n = 79,000); AID 1794732
HCT-15: HCT-15 colon cancer; actives 5.2% (n = 82,000); AID 1794746
COLO 205: COLO 205 colon cancer. actives 7.3% (n = 79,000)
NCI-H522: NCI-H522 lung cancer; actives 8% (n = 78,000); AID 1794739
HCT-116: HCT-116 colon cancer; actives 7.3% (n = 82,000)
An asterisk follows results filed as active; . = no result given; & = joins results of further samples; [ ] = another dose, or the depositor's remark. Rule for the calls: active = growth percent below 10; inactive = the rest. Outcome played no part in choosing rows. About 12% of those tested had a hit in this group.

Every second line gives: NCI-H460 | NCI/ADR-RES | NCI-H322M | NCI-H23 | NCI-H226 | HCT-15 | COLO 205 | NCI-H522 | HCT-116
- O=C(Nc1ncc(Cc2ccc(C(F)(F)F)cc2)s1)c1ccc(-c2cccc([N+](=O)[O-])c2)o1
  95 | 78 | 115 | 89 | 83 | 94 | 109 | 90 | 90
- O=C1Nc2ccccc2/C1=C\c1c(-c2ccc(Cl)cc2)nc2sc(C3CC3)nn12
  82 | 76 | 110 | 83 | 84 | 49 | 64 | 60 | 59
- O=[N+]([O-])c1ccc(-c2ncc(-c3ccc(Br)cc3)o2)cc1
  73 | 104 | 110 | 94 | 107 | 96 | 134 | -2.2* | 91
- O=C(Cn1cc(CN2C(=O)c3ccccc3S2(=O)=O)nn1)Nc1ccccc1F
  104 | 100 | 94 | 98 | 105 | 101 | 104 | 94 | 97
- O=c1ccc2ccc(OCCN3CCCCC3)cc2o1
  108 | 100 | 97 | 98 | 103 | 108 | 98 | 87 | 89
- COc1ccc(C2C3=C(CC(C)(C)CC3=O)N(CCc3ccc(S(N)(=O)=O)cc3)C3=C2C(=O)CC(C)(C)C3)cc1OC
  103 | 101 | 103 | 99 | 100 | 99 | 106 | 95 | 102
- COc1ccc(/C=C(\C#N)c2cc3ccccc3[nH]2)cc1
  13 | -6.9* | 50 | 33 | 88 | 14 | 9.1* | 6.8* | 13
- NS(=O)(=O)c1ccc(NCCCCN2C(=O)c3ccccc3OC=C2c2ccccc2)cc1
  101 | 92 | 103 | 93 | 90 | 99 | 117 | 74 | 92
- COC(=O)CC1=C(C)/C(=C/c2[nH]c(-c3ccc[nH]3)cc2OC)N=C1C
  4.7* | 5.1* | 18 | 6.3* | 25 | 3.1* | 9.1* | -75* | -34*
- Cc1cc(Nc2ccc3c(c2)OCO3)c2cc3c(cc2n1)OCO3
  6.2* | -8.2* | 58 | 46 | 88 | 20 | -21* | -21* | 23
- CCCCN(C(C)=O)c1ccccc1
  101 | 108 | 97 | 102 | 115 | 97 | 110 | 62 | 106
- CC(C)C(C(=O)O)N1C(=O)/C(=C/c2ccc(O)c(O)c2)SC1=S (stereo unspecified)
  110 | 110 | 105 | . | 109 | 110 | 114 | 102 | 104
- CC1(CCc2ccccc2)NC(=O)NC1=O (stereo unspecified)
  111&106 | 109&108 | 101&102 | 97&108 | 99&106 | 101&103 | 102&110 | 92 | 107&114
- CS(=O)(=O)Nc1ccc(C(=O)NC(C(=O)NO)c2ccc(N3CCC(F)CC3)cc2)cc1 (stereo unspecified)
  109 | 100 | 96 | 97 | . | 99 | 110 | 106 | 102
- CCOc1cccc(/C(N)=N/C(N)=N/c2nc(C)cs2)c1
  100 | 107 | 106 | 99 | 100 | 104 | 111 | 99 | 98
- O=c1c2ccccc2c(Br)c(Br)c2ccccc12
  116 | 60 | 119 | 78 | 74 | 98 | 55 | -34* | 18
- CCOC(=O)c1cc(-c2ccc(OC)cc2)n(-c2ccc(C(=O)O)c(O)c2)c1C
  86 | 76 | 103 | 86 | 102 | 73 | 115 | 54 | 79
- Cc1[nH]c2ccccc2c1CCNC(=O)c1ccc(-c2cnc[nH]2)cc1
  99 | 110 | 97 | 99 | . | 104 | 108 | 91 | 92
- Cc1nc(N)sc1Sc1nc2ccc(Cl)cc2c(=O)n1-c1ccc(Oc2ccccc2)cc1
  82 | 70 | 111 | 74 | 86 | 55 | 102 | 85 | 33
- CCOC(=O)C1=C(C)N2C(=NC3=C(CCCC/C3=C\c3ccc(Cl)cc3)C2c2ccc(Cl)cc2)S1 (stereo unspecified)
  99 | 106 | 98 | 92 | . | 97 | 112 | . | 99

12 consecutive entries already listed, for reference:
Every second line gives: NCI-H460 | NCI/ADR-RES | NCI-H322M | NCI-H23 | NCI-H226 | HCT-15 | COLO 205 | NCI-H522 | HCT-116
- O=C(Nc1ncc(Cc2ccc(C(F)(F)F)cc2)s1)c1ccc(-c2cccc([N+](=O)[O-])c2)o1
  95 | 78 | 115 | 89 | 83 | 94 | 109 | 90 | 90
- O=C1Nc2ccccc2/C1=C\c1c(-c2ccc(Cl)cc2)nc2sc(C3CC3)nn12
  82 | 76 | 110 | 83 | 84 | 49 | 64 | 60 | 59
- O=[N+]([O-])c1ccc(-c2ncc(-c3ccc(Br)cc3)o2)cc1
  73 | 104 | 110 | 94 | 107 | 96 | 134 | -2.2* | 91
- O=C(Cn1cc(CN2C(=O)c3ccccc3S2(=O)=O)nn1)Nc1ccccc1F
  104 | 100 | 94 | 98 | 105 | 101 | 104 | 94 | 97
- O=c1ccc2ccc(OCCN3CCCCC3)cc2o1
  108 | 100 | 97 | 98 | 103 | 108 | 98 | 87 | 89
- COc1ccc(C2C3=C(CC(C)(C)CC3=O)N(CCc3ccc(S(N)(=O)=O)cc3)C3=C2C(=O)CC(C)(C)C3)cc1OC
  103 | 101 | 103 | 99 | 100 | 99 | 106 | 95 | 102
- COc1ccc(/C=C(\C#N)c2cc3ccccc3[nH]2)cc1
  13 | -6.9* | 50 | 33 | 88 | 14 | 9.1* | 6.8* | 13
- NS(=O)(=O)c1ccc(NCCCCN2C(=O)c3ccccc3OC=C2c2ccccc2)cc1
  101 | 92 | 103 | 93 | 90 | 99 | 117 | 74 | 92
- COC(=O)CC1=C(C)/C(=C/c2[nH]c(-c3ccc[nH]3)cc2OC)N=C1C
  4.7* | 5.1* | 18 | 6.3* | 25 | 3.1* | 9.1* | -75* | -34*
- Cc1cc(Nc2ccc3c(c2)OCO3)c2cc3c(cc2n1)OCO3
  6.2* | -8.2* | 58 | 46 | 88 | 20 | -21* | -21* | 23
- CCCCN(C(C)=O)c1ccccc1
  101 | 108 | 97 | 102 | 115 | 97 | 110 | 62 | 106
- CC(C)C(C(=O)O)N1C(=O)/C(=C/c2ccc(O)c(O)c2)SC1=S (stereo unspecified)
  110 | 110 | 105 | . | 109 | 110 | 114 | 102 | 104

New compounds follow
Every second line gives: NCI-H460 | NCI/ADR-RES | NCI-H322M | NCI-H23 | NCI-H226 | HCT-15 | COLO 205 | NCI-H522 | HCT-116
- COc1ccc(Oc2nc(NC3CCCCCC3)nc(Oc3ccc(OC)cc3)n2)cc1
  77 | 96 | . | . | 86 | 66 | 85 | 69 | 55
- C=CCC(CC=C)(C(=O)OCC)C(=O)OCC
  127 | 97 | 121 | 91 | 105 | . | 106 | 110 | 109
- Cc1ccc(-c2nc(N3CCN(CC(=O)Nc4ccc(Cl)c(C(F)(F)F)c4)CC3)c3ccccc3n2)cc1
  93 | 86 | 87 | 92 | 90 | 79 | 86 | 82 | 79
- CC(=O)NNC(=S)N/C=C(\C#N)C(=O)c1ccc2ccccc2c1
  101 | 104 | 100 | 94 | 82 | 99 | 89 | 78 | 90
- COc1cc(Oc2cc(-c3cccnc3)ccc2NC(=O)Nc2ccc(F)cc2F)cc(OC)c1OC
  99 | 95 | 112 | 99 | 97 | 111 | 97 | 95 | 98
- CCOC(=O)c1c(C)nc2c(c1N)/C(=C/c1ccccc1[N+](=O)[O-])C(=O)N2c1cc(OC)c(OC)c(OC)c1
  98 | 96 | 103 | 97 | 83 | 93 | 92 | 60 | 75
- CC(=O)c1ccc(C)cc1
  106 | 106 | 90 | 104 | 102 | 113 | 116 | 103 | 105
- N#CC(c1ccc(N)cc1)C(CC(=O)c1ccccc1)c1ccccc1 (stereo unspecified)
  111 | 101 | 94 | 101 | 87 | 100 | 109 | 68 | 87
- CCC1NC(=O)C(NC(=O)c2ncccc2O)C(C)OC(=O)C(c2ccccc2)NC(=O)C2CC(=O)CCN2C(=O)C(Cc2ccc(N(C)C)cc2)N(C)C(=O)C2CCCN2C1=O (stereo unspecified) (tested in a mixture with another compound)
  26 | 179 | 87 | 20 | 57 | 79 | 27 | 66 | 34
- COc1ccc(C2CC(c3ccc(Nc4nc(Nc5ccccc5)nc(Nc5ccccc5)n4)cc3)=NN2C(C)=O)cc1 (stereo unspecified)
  116 | 90 | 107 | 97 | 98 | 97 | 111 | 89 | 97
- CC(O)CC1CCCC(CC(C)O)N1 (stereo unspecified)
  105 | 112 | 106 | 110 | 97 | 106 | 100 | 91 | 103
- CCn1c(SCC(=O)N2CCN(c3cc4c(cc3F)c(=O)c(C(=O)O)cn4C3CC3)CC2)nnc1-c1ccc(OC)c(OC)c1
  109 | 108 | 102 | 108 | 103 | 101 | 109 | 80 | 105
- CNC(=O)c1cc(-n2ccc3cc(NS(=O)(=O)c4ccc(Cl)c(Cl)c4)ccc32)ccn1
  95 | 90 | 95 | 94 | 75 | 88 | 103 | 78 | 88
- O=P(O)(Cc1ccccc1)c1ccccc1
  95 | 100 | . | 96 | 100 | 102 | 119 | 100 | 106
- C[C@H]1[C@H](C)CC[C@]2(COC(=O)CCC(=O)O)CC[C@]3(C)C(=CC[C@@H]4[C@@]5(C)CCCNC(C)(C)[C@@H]5CC[C@]43C)[C@H]12
  67[100 µM] | 72[100 µM] | 87[100 µM] | 63[100 µM] | 76[100 µM] | 66[100 µM] | 69[100 µM] | 54[100 µM] | 41[100 µM]
- O=C1CCCCN1CCCCC#Cc1ccccc1C#Cc1ccc([N+](=O)[O-])cc1
  12 | 43 | 71 | 59 | 57 | 17 | 46 | 56 | 23
- CN(C)S(=O)(=O)c1ccc(S(=O)(=O)Nc2cccc(Cl)c2N2CCCCC2)cc1
  94 | 77 | 99 | 84 | 83 | 80 | 106 | 69 | 62
- Cc1ccc2nc(NC(=O)CSc3nc(Oc4ccccc4)c(C#N)c(-c4ccccc4)n3)sc2c1
  107 | 103 | 96 | 91 | 101 | 90 | 101 | 87 | 66
- O=C(/C=C\c1cccc(Cl)c1)c1ccc(Cl)cc1
  107 | 109 | 101 | 99 | 104 | 99 | 110 | 83 | 92
- C/C(=C1\S/C(=N\O)NC1=O)c1ccc(N)cc1
  107 | 101 | 93 | 97 | 96 | 98 | . | 94 | 94
- N#Cc1c(NCc2ccc(N3CCN(c4ccccc4)CC3)cc2)oc(-c2ccccc2)c1-c1ccccc1
  33 | 91 | 100 | 88 | 66 | 37 | 61 | 92 | 40
- O=C(CSc1nc2ccccc2c(=O)n1-c1ccccc1)c1cc2cc(Cl)ccc2oc1=O
  100 | 103 | 78 | 87 | . | 104 | 113 | 85 | 92
- CC[C@]12C=CCN3CC[C@@]4(c5cc(NC(=O)CCC(=O)O[C@H]6CC[C@H]7[C@@H]8CC[C@H]9CC(=O)CC[C@]9(C)[C@H]8CC[C@]67C)c(OC)cc5N(C)[C@H]4[C@@](O)(C(=O)OC)[C@@H]1OC(C)=O)[C@@H]32
  65 | 73 | 99 | 90 | 71 | 58 | 69 | 64 | 48
- COc1ccc(-c2nc(SCc3nc4ccccc4[nH]3)nc(Nc3ccc([N+](=O)[O-])cc3)c2C#N)cc1
  99 | 104 | 98 | 106 | 105 | 104 | 115 | 84 | 100
- CCCSc1nnc(-c2c(C)nc3ccc(C)cn23)o1
  106 | 89 | 105 | 81 | 80 | 106 | 103 | 82 | 86
- C[N+](C)(C)CCOC(OCC[N+](C)(C)C)(c1ccccc1)c1ccccc1
  106 | 98 | 129 | 100 | 107 | 104 | 116 | 93 | 105
- Fc1ccccc1CSc1ncnc2nc[nH]c12
  98 | 114 | 131 | 110 | 109 | 114 | 103 | 54 | 98
- C=C1CCC(C(C)C)[C@@H]2[C@H]1[C@H]1CC(=C)[C@]3(O)CC[C@@](C)(O3)[C@@H]2O1 (stereo partly specified)
  111 | 79 | 98 | 84 | 89 | 91 | 96 | 79 | 82
- N#Cc1c(-c2ccccc2)nc2c(c(-c3ccc(Cl)cc3)nn2-c2ccccc2)c1-c1ccccc1
  104 | 103 | 99 | 101 | 95 | 105 | 111 | 99 | 97
- COC(=O)c1ccc(N=Cc2cc3ccccc3[nH]c2=O)cc1
  106 | 105 | 101 | 102 | . | 100 | 110 | 102 | 102
- O[C@@H](c1cc(C(F)(F)F)nc2c(C(F)(F)F)cccc12)[C@@H]1CCCCN1
  94 | 87 | 79 | 92 | 101 | 93 | 102 | 96 | 86
- COc1cc(-c2nn(C(=O)NS(=O)(=O)c3cccc(Br)c3)cc2-c2ccncc2)ccc1Cl
  100 | 77 | 89 | 88 | 63 | 95 | 72 | 64 | 84
- N#C/C(=N\Nc1ccc(F)cc1)C(=O)Nc1cc(-c2ccccc2)nn1-c1ccccc1
  4.3* | 3.1* | 0.7* | 0.5* | 2.2* | 8.6* | -7.3* | 6.6* | 7.8*
- COc1ccc2c(c1)c1c(C)c3cnccc3c(C)c1n2C(C)C
  33 | 51 | . | 31 | 85 | 31 | 63 | 48 | 26
- C[n+]1cc2cc(C(N)=O)[nH]c3c(=N)c(Cl)c(N)c1c23
  24 | 60 | 81 | 57 | 57 | 42 | 44 | 35 | 6.5*
- Cc1nn(-c2ccccc2)c2nc3[nH]c(=O)[nH]c(=O)c3nc12
  90 | 103 | 106 | 102 | 121 | 102 | 109 | 87 | 99
- O=[N+]([O-])c1cccc(S(=O)(=O)Nc2ccccc2Cl)c1
  98 | 102 | 97 | 103 | 95 | 105 | 102 | 65 | 81
- CC(=O)c1nn(-c2ccc(Cl)cc2)/c(=N\N=C\c2coc3ccccc3c2=O)s1
  101 | 103 | 93 | 104 | 92 | 99 | 108 | 103 | 85
- CC1(C)c2ccccc2-c2nc3ccccc3cc2C1O (stereo unspecified)
  107 | 123 | 108 | 127 | 108 | 108 | 122 | 112 | 104
- N#C/C(=C\c1cc(Cl)cc(Cl)c1O)c1nc2ccccc2[nH]1
  97 | 93 | 93 | 88 | 89 | 96 | 97 | 92 | 93
- C[C@@H](c1ccc2nccn2c1)n1nnc2ncc(-c3cnn(C)c3)nc21
  94 | 102 | 97 | 84 | 78 | 102 | 106 | 71 | 99
- C/C(=C(\c1ccc(OCCN2CCCCCC2)cc1)c1ccc(OC(=O)c2ccccc2)cc1)c1ccc(Cl)cc1
  3.6* | 59 | 72 | 47 | 87 | 7.2* | 4.4* | 51 | 18
- Cc1nc2c(=O)[nH]c(N)nc2[nH]c1=O
  84 | 105 | 94 | 108 | 102 | 109 | 105 | 84 | 95
- CCOC(=O)c1sc(NC(=O)NC2CCCCC2)nc1C
  105 | 114 | 116 | 104 | 91 | 86 | 112 | 105 | .
